CYP2C9 activ: activators of human CYP2C9; activation factor at 5 µM; recombinant CYP2C9, luciferin-H conversion, luminescence; hits give high values; factor 1 = untreated enzyme, 0 = blocked; 96,000 compounds, 1.4% hits;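 active means activation factor of 2 or more for CYP2C9 at a 5 µM dose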;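 further: 0 = sulfaphenazole-blocked wells and 1 = vehicle-only wells; values of inactives mirror those of a sister screen read the other way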
Target sequence (P11712 whole entry, looked up): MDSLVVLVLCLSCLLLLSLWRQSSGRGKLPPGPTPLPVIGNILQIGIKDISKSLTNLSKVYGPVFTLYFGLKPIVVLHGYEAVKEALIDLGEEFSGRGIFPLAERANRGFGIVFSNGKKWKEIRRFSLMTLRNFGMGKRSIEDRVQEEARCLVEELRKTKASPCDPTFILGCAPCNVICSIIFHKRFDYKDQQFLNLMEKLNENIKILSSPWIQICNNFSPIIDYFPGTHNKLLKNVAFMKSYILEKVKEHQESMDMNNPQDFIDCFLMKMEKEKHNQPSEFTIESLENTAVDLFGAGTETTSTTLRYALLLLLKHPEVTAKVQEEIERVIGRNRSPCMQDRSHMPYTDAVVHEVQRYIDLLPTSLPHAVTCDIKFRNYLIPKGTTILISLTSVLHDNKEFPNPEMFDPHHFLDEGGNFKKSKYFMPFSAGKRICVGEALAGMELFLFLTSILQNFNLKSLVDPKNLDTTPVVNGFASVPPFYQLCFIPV
CYP2C9 inhib: blocks human cytochrome P450 2C9 | P11712 | inhibition, % at 5 µM | CYP2C9 Supersomes, luciferin-H conversion, luminescence | 96,000 compounds, 20% hits | AID 777;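 active means blocking of liver enzyme CYP2C9 beyond about 50% at 5 µM, limit read from the data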; further: values of inactives mirror those of a sister screen read the other way
PLAP activator: activates human placental alkaline phosphatase. activation fold at 20 µM. 96,000 compounds, 1.2% hits. AID 696. purified PLAP enzyme, luminescent substrate read-out; hits give high values; in the data active means activation fold above about 2
Target sequence (P05187 whole entry, looked up): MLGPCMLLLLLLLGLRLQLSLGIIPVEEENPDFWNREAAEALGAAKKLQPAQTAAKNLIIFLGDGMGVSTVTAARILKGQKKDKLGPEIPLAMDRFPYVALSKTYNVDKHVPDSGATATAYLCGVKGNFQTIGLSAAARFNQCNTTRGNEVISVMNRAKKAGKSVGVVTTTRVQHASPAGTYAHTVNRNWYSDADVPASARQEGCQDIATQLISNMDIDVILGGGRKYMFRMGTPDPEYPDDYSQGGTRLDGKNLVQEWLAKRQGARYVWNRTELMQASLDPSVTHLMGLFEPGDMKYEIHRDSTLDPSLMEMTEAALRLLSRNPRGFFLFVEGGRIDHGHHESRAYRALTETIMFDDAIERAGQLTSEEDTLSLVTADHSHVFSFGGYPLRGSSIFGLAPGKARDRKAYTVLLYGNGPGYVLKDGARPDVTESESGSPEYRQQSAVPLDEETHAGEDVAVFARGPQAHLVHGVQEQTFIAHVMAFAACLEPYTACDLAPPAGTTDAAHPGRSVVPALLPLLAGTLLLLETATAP
EphB4 antag: EphB4-ephrin-B2 interaction antagonism; inhibition, % at 7 µM; EphB4 LBD / TNYL-RAW-Alexa532 peptide, fluorescence polarization; P54760; 97,000 compounds, 0.15% hits;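 active means inhibition above the screen-wide mean inhibition plus 3 SD, cut at about 15% in these data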;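 further: 0% = DMSO wells and 100% = excess unlabeled TNYL-RAW peptide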
CYP2C19 inh: human CYP2C19 inhibition; P33261; 96,000 compounds, 21% hits; CYP2C19 Supersomes, luciferin-H EGE luminescence, 30 min; inhibition, % at 5 µM;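 active means CYP2C19 inhibition above a set limit at 5 µM in the primary screen, cut at about 50% in these data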;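 further: plate controls were negative control wells for no effect and 2.5 mM tranylcypromine positive control for full effect; values of inactives mirror those of a sister screen read the other way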
CYP2C19 act: increases human CYP2C19 enzyme activity. activation factor at 5 µM. recombinant CYP2C19, luciferin-H EGE luminescence; hits give high values; 0 = fully inhibited enzyme, 1 = untreated enzyme. 96,000 tested, under 10 active. AID 1025. P33261;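 active means activation factor of at least 2 at 5 µM in the primary screen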;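 further: 0 = wells with 2.5 mM tranylcypromine and 1 = vehicle-only wells; values of inactives mirror those of a sister screen read the other way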
Pyk2 oligo antag: blocks oligomerization of human Pyk2 in cells; Q14289; Q293 cells, Pyk2 FERM NanoBiT luminescence; hits give low values; z-score (the deposit names both 25 µM and 10 µM); 99,000 compounds, 0.83% hits; AID 1347419;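 active means Z-score of -3 or lower, scaled per plate to the spread of control and sample wells; inactive means z-score above -3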;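 further: negative z-score means lost luminescence so less FERM oligomerization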
Ecoli WT expand: blocks growth of wild type E. coli BW25113; OD600 absorbance; 98,000 compounds, 0.15% hits; AID 710; growth inhibition, % at 100 µM;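 active means growth inhibition above about 50% at one test dose, limit read from the data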;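 further: growth measured after 20 h incubation at 37 °C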
PostGolgi yeast: growth inhibition of a yeast mutant, post-Golgi transport screen; post-Golgi transport phenotypic cell assay; inhibition, % at 10 µM; 98,000 compounds, 0.9% hits; in the data active means inhibition above about 30%;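 further: yeast cells grown in 1536-well plates; yeast grown about 18 h at 30C before absorbance read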
Active calls of the source: *; x = no result given.

SMILES	CYP2C9 activ	CYP2C9 inhib	PLAP activator	EphB4 antag	CYP2C19 inh	CYP2C19 act	Pyk2 oligo antag	Ecoli WT expand	PostGolgi yeast
Cc1c(CNC(=O)c2cnn3c2NC(c2ccccc2)CC3C(F)(F)F)cnn1C (stereo not drawn)	0.7	30	1.4	0	-2	1	-0.68	8	-5
O=C(O)c1cc2n(n1)C(C(F)(F)F)CC(c1ccccc1)N2 (stereo not drawn)	1	-1	1	-14	-1	1	-0.74	2	-1
CSc1nsc(SCC(=O)N2CCc3ccccc32)n1	1	-2	1	5	22	0.8	-0.47	10	-1
N#C[C@H]1[C@H](c2ccccc2)[C@](C#N)(C(=O)c2ccccc2)[C@@H]2C=Cc3ccccc3N21	0.7	33	1.1	7	20	0.8	x	-1	2
O=C(O)c1cccc(Cn2cc(Br)cn2)c1	1.1	-8	0.9	7	-5	1	0.73	1	13
Cc1cc(C)n2nc(C(=O)Nc3ccc(N4CCOCC4)cc3)nc2n1	1.2	-25	1.1	-1	-21	1.2	0.89	-6	7
O=C(c1ccccc1)c1nc[nH]c1C(=O)Nc1ccccn1	0.9	6	2.2*	3	19	0.8	1.2	2	22
COc1ccc(OC)c(NC(=O)Nc2cccc(Cn3cccn3)c2)c1	0.2	83*	1.7	1	74*	0.3	-1.2	-7	8
Cc1cc(C(=O)c2ccccc2)nc2ccccc12	3.2*	-216	1	6	68*	0.3	0.28	8	10
COc1ccc(N2CCN(C(=O)Nc3ccc(S(=O)(=O)N(C)C)cc3)CC2)cc1	1	-2	1	1	2	1	-0.91	-4	-2
CCN(CC)CCNC(=O)CCc1n[nH]c(=O)c2ccccc12	1	5	0.8	3	4	1	-1.2	4	0
Cn1c(SCC(=O)NCCN2C(=O)CSC2=O)nc2ccccc2c1=O	0.9	12	1.1	-1	46	0.5	0.85	3	-8
O=C(Nc1ccc2c(c1)CCC2)C1CCCO1 (stereo not drawn)	x	x	x	3	x	x	0.16	-4	-4
O=C(COc1cccc(-n2cnnn2)c1)N1CCOCC1	0.9	5	0.9	-6	-10	1.1	0.69	-5	-2
CC(=O)Nc1nnc(-c2ccc3c(c2)CCCC3)o1	1	-1	1.6	0	18	0.8	x	4	-9
COc1ccccc1Cc1nc(-c2ccc(Br)o2)no1	0.7	32	1	-6	90*	0.1	x	6	-10
Cc1cc(C)cc(N(CC(=O)NCC2CCCO2)C(=O)CN2C(=O)COc3ccccc32)c1 (stereo not drawn)	0.5	49	1.7	-3	21	0.8	0.08	1	-6
COc1ccccc1CCNC(=O)C1CCCO1 (stereo not drawn)	1.2	-17	1.1	-4	-4	1	-0.23	-3	1
CN(C)c1nccc(N(Cc2ccccc2)Cc2ccccc2)c1C#N	0.4	65*	1.2	5	27	0.7	-2.2	-4	0
CCOc1ccc(Br)cc1CC(=O)O	x	x	x	-5	x	x	0.39	-2	7
CCCC(=O)NC(=S)Nc1ccccc1C(=O)OC	0.7	28	0.9	7	59*	0.4	-0.39	5	-22
CCOC(=O)c1sc2nc(C)c3c(c2c1N)CC(C)(C)OC3	0.7	29	1	15*	5	0.9	-0.34	-11	17
CCNc1nc(Cl)nc(NCc2ccccc2)n1	1.4	-41	0.4	-2	16	0.8	-0.14	-7	-5
O=C(Cc1ccccc1)N1CCC(C(=O)N2CCN(c3ccc(F)cc3)CC2)CC1	0.9	10	1.4	-6	14	0.9	0.37	4	-7
CCOc1cc(NC(=O)c2ccco2)c(OCC)cc1NC(=O)CCc1ccccc1OC	0.8	24	1.5	x	18	0.8	-0.07	-9	-4
Nc1cccnc1Sc1cc(Cl)cc(Cl)c1	1.7	-72	0.8	0	48	0.5	0.94	18	-2
COc1ccc(CCNC(=O)CN(C2CCCCC2)S(C)(=O)=O)cc1OC	1	-2	1.3	-3	11	0.9	0.33	-5	-5
c1ccc(CSc2nnc(-c3ccccn3)n2-c2ccccc2)cc1	0	99*	0.8	2	24	0.8	-2	1	-4
Cc1ccc(NC(=S)/C(=C(\[O-])c2ccc(C)c([N+](=O)[O-])c2)[n+]2ccccc2)cc1C	0.3	69*	1	-8	38	0.6	x	5	-3
CNC(=S)NNC(=O)c1sccc1OCc1ccc(Cl)cc1Cl	0.9	6	0.9	-6	6	0.9	-0.72	5	2
Cc1onc(-c2ccccc2)c1C(=O)Nc1ccccc1N1CCOCC1	0.2	81*	1.7	x	99*	0	-0.53	-3	5
O=C(C1CCN(S(=O)(=O)c2ccc(F)cc2)CC1)N1CC=C(c2ccccc2)CC1	0.8	18	1.3	x	18	0.8	0.4	-8	-2
Cn1c(N)c(C(=O)COC(=O)CCc2c[nH]c3ccccc23)c(=O)n(C)c1=O	1.7	-70	0.9	2	60*	0.4	0.45	-7	-4
CCCCC(=O)Nc1nc(C)c(-c2csc(Nc3cc(OC)ccc3OC)n2)s1	0.2	79*	1.3	5	10	0.9	x	-8	-2
CCn1c2ccccc2c2cc(NC(=O)Cc3ccc(S(=O)(=O)N4CCOCC4)s3)ccc21	0.6	42	1.3	-4	32	0.7	-1.3	-9	-6
Cc1ccccc1NC(=O)c1ccccc1O	0.8	16	0.9	2	10	0.9	-0.82	16	-1

Only PostGolgi yeast and CYP2C9 inhib, for some of the entries so far:
SMILES | PostGolgi yeast | CYP2C9 inhib
COc1ccc(CCNC(=O)CN(C2CCCCC2)S(C)(=O)=O)cc1OC | -5 | -2
c1ccc(CSc2nnc(-c3ccccn3)n2-c2ccccc2)cc1 | -4 | 99*

Continuation.
SMILES	CYP2C9 activ	CYP2C9 inhib	PLAP activator	EphB4 antag	CYP2C19 inh	CYP2C19 act	Pyk2 oligo antag	Ecoli WT expand	PostGolgi yeast
CCCSc1nc(C)c(C(C)=O)cc1C#N	0.6	44	1	0	29	0.7	0.73	-3	15
C=CCn1c(SCC(=O)NCC(=O)OCC)nnc1-c1ccccn1	1	2	0.8	-5	1	1	1.1	-2	2
NC(=O)C1CCN(C(=O)CSc2nc3c(c(-c4ccccc4)n2)CCCC3)CC1	0.3	73*	1.4	6	14	0.9	-0.01	-2	-2
O=C(CSCc1cccc(Br)c1)N=Nc1c(O)[nH]c2ccccc12	1.1	-11	1.4	-5	41	0.6	-0.91	7	0
Cc1ccc(NC(=O)CC2Oc3ccccc3NC2=O)c(C)c1 (stereo not drawn)	1.2	-18	1	-2	12	0.9	x	1	-2
Cc1ccc(CNC(=O)CCNC(=O)c2ccc(Br)o2)cc1	0.9	14	1	4	6	0.9	1	3	-5
Cc1cccc(OCc2nnc(SCC(=O)N3CCCC3)n2C)c1	1	2	1.4	-3	9	0.9	0.8	3	-11
C=CCc1cc(/C=N/NC(=O)CSc2nnc(CCCc3ccc(OC)cc3)o2)cc(OC)c1O	0.2	80*	0.9	7	89*	0.1	-0.29	-4	1
O=C(O)CCc1ccc(-c2cccs2)n1NC(=O)c1ccc(Cl)cc1	0.7	29	1.3	-3	2	1	-0.73	-5	-5
COC(=O)c1ccccc1NC(=O)c1cc(OC)cc(OC)c1	1.2	-19	0.7	1	17	0.8	-1.1	-13	-6
Cc1ccc2cc3cc(C(=O)NCCCN4CCc5ccccc5C4)oc3nc2c1	0.9	13	1.4	1	64*	0.4	1.1	7	16
CN1CCC2(CC1)C1CN(C)CC=C1C(C#N)=C(N)C2(C#N)C#N (stereo not drawn)	1	3	1.1	0	1	1	-0.1	6	-1

In a second layout: entries from further up
Each structure is followed by: CYP2C9 activ | CYP2C9 inhib | PLAP activator | EphB4 antag | CYP2C19 inh | CYP2C19 act | Pyk2 oligo antag | Ecoli WT expand | PostGolgi yeast
- CCNc1nc(Cl)nc(NCc2ccccc2)n1
  1.4 | -41 | 0.4 | -2 | 16 | 0.8 | -0.14 | -7 | -5
- O=C(Cc1ccccc1)N1CCC(C(=O)N2CCN(c3ccc(F)cc3)CC2)CC1
  0.9 | 10 | 1.4 | -6 | 14 | 0.9 | 0.37 | 4 | -7
- CCOc1cc(NC(=O)c2ccco2)c(OCC)cc1NC(=O)CCc1ccccc1OC
  0.8 | 24 | 1.5 | x | 18 | 0.8 | -0.07 | -9 | -4
- Nc1cccnc1Sc1cc(Cl)cc(Cl)c1
  1.7 | -72 | 0.8 | 0 | 48 | 0.5 | 0.94 | 18 | -2
- COc1ccc(CCNC(=O)CN(C2CCCCC2)S(C)(=O)=O)cc1OC
  1 | -2 | 1.3 | -3 | 11 | 0.9 | 0.33 | -5 | -5
- c1ccc(CSc2nnc(-c3ccccn3)n2-c2ccccc2)cc1
  0 | 99* | 0.8 | 2 | 24 | 0.8 | -2 | 1 | -4
- Cc1ccc(NC(=S)/C(=C(\[O-])c2ccc(C)c([N+](=O)[O-])c2)[n+]2ccccc2)cc1C
  0.3 | 69* | 1 | -8 | 38 | 0.6 | x | 5 | -3
- CNC(=S)NNC(=O)c1sccc1OCc1ccc(Cl)cc1Cl
  0.9 | 6 | 0.9 | -6 | 6 | 0.9 | -0.72 | 5 | 2
- Cc1onc(-c2ccccc2)c1C(=O)Nc1ccccc1N1CCOCC1
  0.2 | 81* | 1.7 | x | 99* | 0 | -0.53 | -3 | 5
- O=C(C1CCN(S(=O)(=O)c2ccc(F)cc2)CC1)N1CC=C(c2ccccc2)CC1
  0.8 | 18 | 1.3 | x | 18 | 0.8 | 0.4 | -8 | -2
- Cn1c(N)c(C(=O)COC(=O)CCc2c[nH]c3ccccc23)c(=O)n(C)c1=O
  1.7 | -70 | 0.9 | 2 | 60* | 0.4 | 0.45 | -7 | -4
- CCCCC(=O)Nc1nc(C)c(-c2csc(Nc3cc(OC)ccc3OC)n2)s1
  0.2 | 79* | 1.3 | 5 | 10 | 0.9 | x | -8 | -2
- CCn1c2ccccc2c2cc(NC(=O)Cc3ccc(S(=O)(=O)N4CCOCC4)s3)ccc21
  0.6 | 42 | 1.3 | -4 | 32 | 0.7 | -1.3 | -9 | -6
- Cc1ccccc1NC(=O)c1ccccc1O
  0.8 | 16 | 0.9 | 2 | 10 | 0.9 | -0.82 | 16 | -1
- CCCSc1nc(C)c(C(C)=O)cc1C#N
  0.6 | 44 | 1 | 0 | 29 | 0.7 | 0.73 | -3 | 15
- C=CCn1c(SCC(=O)NCC(=O)OCC)nnc1-c1ccccn1
  1 | 2 | 0.8 | -5 | 1 | 1 | 1.1 | -2 | 2
- NC(=O)C1CCN(C(=O)CSc2nc3c(c(-c4ccccc4)n2)CCCC3)CC1
  0.3 | 73* | 1.4 | 6 | 14 | 0.9 | -0.01 | -2 | -2
- O=C(CSCc1cccc(Br)c1)N=Nc1c(O)[nH]c2ccccc12
  1.1 | -11 | 1.4 | -5 | 41 | 0.6 | -0.91 | 7 | 0
- Cc1ccc(NC(=O)CC2Oc3ccccc3NC2=O)c(C)c1 (stereo not drawn)
  1.2 | -18 | 1 | -2 | 12 | 0.9 | x | 1 | -2
- Cc1ccc(CNC(=O)CCNC(=O)c2ccc(Br)o2)cc1
  0.9 | 14 | 1 | 4 | 6 | 0.9 | 1 | 3 | -5

The results go on:
SMILES	CYP2C9 activ	CYP2C9 inhib	PLAP activator	EphB4 antag	CYP2C19 inh	CYP2C19 act	Pyk2 oligo antag	Ecoli WT expand	PostGolgi yeast
O=C(Nc1cccc(Cl)c1)c1ccc(-n2cncn2)c([N+](=O)[O-])c1	0	100*	0.8	4	100*	0	-1.2	19	-3
COc1ccc(-n2nc(C(=O)NCc3ccco3)c3ccccc3c2=O)cc1	0.8	21	0.9	-3	6	0.9	0.07	-2	1
CCSC1=C(C#N)C(c2ccc(F)cc2)CC(=O)N1 (stereo not drawn)	0.9	10	0.9	-6	38	0.6	x	6	0
CCC1C(=O)n2nc(-c3ccccc3)cc2N=C1C (stereo not drawn)	x	x	x	1	x	x	1.4	0	0
